PAX8 reporter – PAX8 transcriptional activity inhibition. RMG-I TPO-luciferase reporter, SteadyGlo, 24 h. AID 652154. inhibition, % at 12.6 µM. 360,000 compounds, 1.2% hits;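 active = mean replicate inhibition at least 60% with every replicate also reaching 60%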;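 note: luciferase light reporting Pax8 driven TPO promoter activity; plate controls were median of neutral control wells for no effect and mitoxantrone controls for full effect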
CASP6 VEID inh – inhibitors of human caspase-6; P55212; purified caspase-6, Z-VEID-R110 cleavage fluorescence; inhibition, % at 12.5 µM; 350,000 compounds, 0.53% hits;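 active = mean inhibition across replicates at least about 35%, with every replicate also reaching that limit, limit read from the data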;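 note: 0% = median of neutral control wells and 100% = no fluorescence left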
Target sequence (P55212 24-179 limits assumed): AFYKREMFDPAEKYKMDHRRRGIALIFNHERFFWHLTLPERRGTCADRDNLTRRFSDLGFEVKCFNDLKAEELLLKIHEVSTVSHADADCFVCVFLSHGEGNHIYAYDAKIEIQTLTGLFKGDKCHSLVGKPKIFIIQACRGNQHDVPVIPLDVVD
Target sequence (P55212 194-293 limits assumed): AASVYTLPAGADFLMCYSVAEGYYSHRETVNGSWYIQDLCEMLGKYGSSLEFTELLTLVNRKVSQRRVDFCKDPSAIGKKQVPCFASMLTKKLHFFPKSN
Cneo AK release – causes C. neoformans cell lysis | adenylate kinase release luminescence, 4 h; normalised: neutral wells 0, clomiphene wells 100 | lysis activity, % at 15 µM | 360,000 compounds, 0.2% hits | AID 651654;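 active = mean lysis activity across replicates of at least 80%, whatever share of replicates individually reach that level; inactive = mean lysis activity below 80%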
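Test system: log-phase Cryptococcus neoformans yeast cells. Input: 5 × 10^6 yeast cells/mL. Medium: fresh YPD growth medium. Doses: single dose. Incubation: static 4 h at 37 °C with compound, 1 h detection. Measured by: luminescent adenylate kinase detection reagent. Read-out: signal increase indicating cell lysis. Benchmarks: Clomiphene.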
PGC1a acetyl inh – modulators of PGC1a acetylation | U2OS PGC1a acetylation, AlphaScreen anti-acetyl-lysine; with virally co-expressed GCN5 acetyltransferase | inhibition, % at 15.6 µM | AID 651687 | 350,000 compounds, 0.17% hits;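 active = every replicate shows inhibition of at least 40%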;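 note: 0% = neutral control wells and 100% = positive control wells; some results beyond the cut were filed as inactive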
LGR2 inh – blocks bursicon-induced cAMP signaling via Drosophila LGR2. HEK293 LGR2, CRE-luciferase, bursicon-stimulated, 4 h. inhibition, % at 9.99 µM. 380,000 compounds, 0.35% hits;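 active = drop in luminescence signal, shown as inhibition above about 50% in the replicate tests, limit read from the data, passing the limit was not always enough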;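 note: agonist challenge used bursicon conditioned medium at about half maximal strength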
EWS-Fli inh – EWS/Fli transcriptional activity inhibition. inhibition, % at 12.6 µM. A673 NR0B1-luciferase reporter, viability-normalised. 350,000 compounds, 0.67% hits. AID 651661;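 active = mean inhibition of at least 50% after viability correction, with every replicate also passing that limit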;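 note: firefly luciferase signal divided by Alamar Blue viability fluorescence both relative to DMSO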
FN deposit inh – fibronectin deposition inhibition. inhibition, % at 12.6 µM. 350,000 compounds, 0.086% hits. AID 743247. AH1F fibroblasts, Alexa488-fibronectin deposition fluorescence, overnight;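 active = mean inhibition across replicates of 30% or more, regardless of how many single replicates reach that level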;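 note: positive control wells lacked labelled fibronectin entirely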
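test system = AH1F fibroblasts assembling fluorescent fibronectin matrix | quantity = 10000 AH1F cells per well | buffer or medium = DMEM plus 2% serum, read in PBS | doses = single dose, pinned | incubation = 1 h cell attachment, overnight exposure to compound and label | detection = fluorescence at 485 nm excitation, 525 nm emission | read-out basis = inhibition from reduced deposited-fibronectin fluorescence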
miR122 inh – inhibitors of miR-122 in Huh7 cells | 340,000 compounds, 0.3% hits | Huh7 miR-122 Renilla luciferase sensor, 48 h; neutral wells = 0, positive control = 100 | activation (reporter increase), % at 12.5 µM | AID 602342;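 active = mean replicate activation score at least 90 and every replicate individually at or above 90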;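 note: higher luciferase means less miR-122 activity so hits act as miR-122 inhibitors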
* = called active by the depositor; . = no result given; [ ] = another dose, or the depositor's remark.

nr	SMILES	PAX8 reporter	CASP6 VEID inh	Cneo AK release	PGC1a acetyl inh	LGR2 inh	EWS-Fli inh	FN deposit inh	miR122 inh
1	COc1cc(NC(=O)c2ccccc2)c(OC)cc1NC(=O)Cc1ccccc1	-3.8	0.1	0.7	0.8	.	22.7	-2.2	-6.3
2	C[C@H]1CCCCO[C@@H](CN(C)Cc2ccncc2)[C@@H](C)CN([C@@H](C)CO)C(=O)c2cc(N(C)C)ccc2O1	7.8	-1.9	-2.0	-0.4	14.6	-3.3	.	-1.8[16.7 µM]
3	CC(C)CCNC(=O)CCCn1c(=O)[nH]c2ccc(Br)cc2c1=O	6.6	.	-0.8	0.2	.	.	0.1	.
4	CC(C)NC(=O)c1ccc(COc2ccc(C(C)(C)C)cc2)o1	-78.6	0.8	-0.8	-8.5	-83.8	-50.1	3.5	.
5	CN(C)CCCNC(=O)[C@@H]1[C@@H](CO)[C@@H]2Cn3c(ccc(-c4ccncc4)c3=O)[C@H]1N2C(=O)C1CC1	-3.9	1.8	-0.2	2.1	-7.1	0.8	.	2.5[16.7 µM]
6	Cc1ccccc1NC(=O)CN1C(=O)S/C(=C\c2ccc(-c3cccc(C(=O)O)c3C)o2)C1=O	-20.1	21.9	.	1.0	26.5	-2.2	-0.4	-2.1
7	O=C(/C=C/c1ccccc1)c1ccc2ccccc2c1	-75.0	0.9	-3.0	1.7	-81.2	-24.2	6.9	14.0
8	O=S(=O)(NCC1CCCO1)c1ccc(Cl)nc1 (centres undefined)	-8.4	-1.5	.	6.9	-3.5	7.3	1.6	6.2
9	COc1ccc(C(=O)C2CCCN(Cc3c(F)ccc(F)c3F)C2)c(OC)c1 (centres undefined)	10.8	-0.9	-2.0	-18.0	10.3	4.3	-2.5	10.7
10	C[C@H](CO)N1C[C@H](C)[C@@H](CN(C)C(=O)c2cc(Cl)cc(Cl)c2)OCc2ccccc2-c2ccccc2C1=O	-23.2	-1.2	.	-1.0	-13.5	9.4	8.0	.
11	CC(C)N(C(=O)CSc1nnc(Cc2csc(Nc3ccccc3)n2)o1)C(C)C	26.4	-2.5	4.5	-13.6	12.2	4.7	-12.7	42.5
12	CCc1ccccc1NC(=O)Cc1cn(C)c2ccccc12	-4.2	-2.1	-0.5	.	.	-4.1	1.1	-5.8
13	COc1ccc(/C=C/C(=O)OCC(=O)N2CCCCCC2)c(OC)c1	-8.2	0.8	-1.2	-3.3	-20.2	1.2	1.2	-5.8
14	CC(C)=CC(=O)Nc1ccccc1C(N)=O	.	.	0.5	-14.7	-6.9	.	-0.3	-1.5
15	[O-][n+]1c(/C=C/c2ccccc2)ccc2ccccc21	-21.0	0.7	-8.4	-19.5	-42.5	38.1	-0.4	7.5
16	Cc1cnc(NC(=O)c2c(Cl)cnn2C)s1	1.4	-2.0	-0.8	.	-1.8	.	.	.
17	COc1ccc(/C=C/C(=O)O)cc1S(=O)(=O)NCC1CCCO1 (centres undefined)	-16.0	8.8	6.8	11.9	-15.7	-10.0	-10.0	6.6
18	Cc1cc(C)cc(NC2=NCC(=O)N2Cc2ccccc2)c1	8.6	.	-1.2	-15.0	.	.	-3.7	-3.8
19	O=C(COc1ccc2c(c1)oc(=O)c1ccccc12)NCC1CCC(C(=O)O)CC1 (centres undefined)	.	0.1	-4.2	13.9	.	-3.1	.	-2.3
20	COc1ccc(C(CNC(=O)c2cccc(S(=O)(=O)Nc3ccc(F)cc3)c2)N2CCCC2)cc1 (centres undefined)	17.2	1.9	0.3	-5.2	15.8	2.0	0.2	4.4
21	O=C(O)CCCCCCCCCCC1CCC(O)C1O (centres undefined)	-3.7	2.4	1.0	-2.1	-4.8	30.0	-3.1	.
22	CON(C)C(=O)CC(CNC(=O)OC(C)(C)C)c1ccc(Cl)cc1 (centres undefined)	5.5	-1.0	0.0	.	-5.0	-0.6	-32.2	.
23	CCn1ncc(CN2CCC(C(=O)Nc3cccc(-c4cccc(F)c4)c3)CC2)c1C	5.0	-7.8	0.0	.	-4.1	.	-4.0	3.4
24	OCCN1CCN(C(=S)NCCc2ccccc2)CC1	-63.6	.	-0.2	-5.5	.	.	-0.6	-1.7
25	Cc1c(N2CCCC2)cc2c(c1N)C(C)(C)CC2(C)C	15.7	-2.7	1.5	0.3	13.7	-5.6	-9.3	1.1
26	COc1cc2c(cc1OC)C(/C=C/c1ccco1)=NCC2	13.7	-5.5	1.8	.	17.2	11.6	-4.1	.
27	COc1ccc(CN2C(=O)C(CC(=O)NCCCN(C)C)CC(C(=O)N(C)C)=C2C)cc1 (centres undefined)	40.2	-44.2	41.0	3.7	-20.5	-5.2	-6.0	-4.2
28	COc1ccccc1Cc1c(-c2ccc(C#N)cc2)nc2c3ccccc3ccn12	14.1	-2.1	0.5	-6.4	-10.0	3.1	-9.1	2.3
29	C[C@H](CO)N1C[C@H](C)[C@@H](CN(C)Cc2ccncc2)Oc2ccc(NC(=O)Cc3ccccc3)cc2CC1=O	1.6	2.0	-4.6	-2.6	9.1	1.8	.	13.5[16.7 µM]
30	CSc1ccc(S(=O)(=O)N2CCC(C(=O)NCc3ccncc3)CC2)cc1	9.6	-4.3	-7.0	-1.4	10.7	3.8	-2.1	3.4
31	C[C@H]1CCCCO[C@H](CN(C)C(=O)c2ccccc2)[C@@H](C)CN([C@@H](C)CO)C(=O)c2cc(NS(=O)(=O)c3ccc(Cl)cc3)ccc2O1	-0.5	0.6	0.4	2.8	1.4	26.1	1.3	8.3[16.7 µM]
32	COc1ccc(-c2ccc3c(c2)O[C@H](CN(C)Cc2cccnc2)[C@H](C)CN([C@H](C)CO)S3(=O)=O)cc1	.	-3.4	-2.8	1.1	-6.3	9.2	.	.
33	CS(=O)(=O)N(Cc1ccccc1)c1ccccn1	.	-1.6	2.0	5.7	8.2	1.0	.	1.8
34	CS(=O)(=O)N(CC(=O)NCC1CCCO1)Cc1ccc(Cl)cc1 (centres undefined)	.	.	1.3	7.6	-1.2	.	.	-1.6
35	NC1=NC(c2ccccc2)=NC1(NC(=O)c1ccccc1)C(Cl)Cl (centres undefined)	16.4	1.2	-1.2	.	-7.4	0.4	-0.8	1.3
36	COc1ccc(NC(=O)Nc2ccc3c(c2)C(=O)N([C@H](C)CO)C[C@H](C)[C@@H](CN(C)C(=O)Nc2ccc(OC)cc2)OCCCC[C@@H](C)O3)cc1	-11.4	0.2	1.5	7.6	4.9	5.2	3.8	14.9[16.7 µM]
37	CCc1ccc(NC(=O)CCc2ccc(C)o2)cc1	-38.7	-1.5	-0.3	.	21.0	-0.7	3.2	.
38	Cc1ccc(S(=O)(=O)N(C)C[C@@H]2Oc3ccc(NC(=O)CCN4CCOCC4)cc3CC(=O)N([C@H](C)CO)C[C@@H]2C)cc1	0.8	-1.7	0.6	2.7	-10.7	-8.0	.	-2.8[16.7 µM]
39	Cc1cccc(NC(=S)NCc2ccccc2Cl)c1C	-10.1	0.6	3.7	-8.2	4.0	4.0	2.1	34.8
40	COc1cccc(-c2nnc3n2N=C(c2cc(OC)ccc2OC)CS3)c1	22.4	.	-1.2	3.6	.	.	3.8	-7.7
41	O=C(CCC(=O)c1ccc(F)cc1)Nc1cccnc1	.	.	2.5	5.7	15.2	.	.	11.6
42	CCOC(=O)C(Cc1ccc(O)cc1)Nc1nc2ccccc2o1 (centres undefined)	.	0.5	.	.	-8.1	4.1	-3.7	.
43	O=C(COC(=O)c1ccc(Br)cc1)NCCN1C(=O)CSC1=O	11.4	-2.3	.	.	3.3	0.7	-1.1	.
44	O=C(N=C1SC2CS(=O)(=O)CC2N1c1ccc(Br)cc1)C1CCCO1 (centres undefined)	-7.8	6.6	2.0	12.3	14.3	3.8	4.6	.
45	COc1cccc(-c2ccc([C@H]3[C@@H](CO)N4C(=O)CN(C(=O)c5cccnc5)C[C@@H]34)cc2)c1	.	-1.0	.	-18.0	-2.8	8.5	-4.3	.
46	COc1cccc(NC(=O)N[C@@H]2C=C[C@H](CC(=O)Nc3ccc(-c4ccccc4)cc3)O[C@H]2CO)c1	.	1.5	-4.0	0.5	12.7	.	-5.6	.
47	COCCCN(Cc1ccco1)C(=O)c1cc2c(s1)-c1ccc(Cl)cc1S(=O)(=O)C2	-4.5	2.6	1.0	6.8	4.2	-8.1	-5.7	1.6
48	Cc1cc(Br)cc(C)c1OCC(=O)NNC(=O)CCC(=O)NCc1ccccc1	-2.3	-3.8	0.5	11.6	-4.7	4.7	1.6	-2.0
49	C[C@@H]1CN([C@@H](C)CO)S(=O)(=O)c2ccc(-c3ccncc3)cc2O[C@H]1CN(C)Cc1ccc(Oc2ccccc2)cc1	.	2.2	4.1	2.6	3.8	38.6	13.2	-1.9[16.7 µM]
50	C[C@H]1CN([C@@H](C)CO)C(=O)c2cccc(NC(=O)Nc3ccc4c(c3)OCO4)c2O[C@@H]1CN(C)S(=O)(=O)c1ccc(F)cc1	-10.8	3.9	-2.3	4.9	-18.0	-5.3	.	-3.9[16.7 µM]
51	Cc1cc(C)cc(Nc2ccc3nonc3c2[N+](=O)[O-])c1	3.7	1.9	.	.	-5.9	7.8	-1.6	.
52	COCC(=O)N1[C@H](CO)[C@@H]2c3ccccc3N(C)C[C@@H]21	.	0.8	.	2.5	11.6	-1.0	-9.9	.
53	COc1ccc2c3c([nH]c2c1)[C@@H](CO)N(Cc1ccc(Cl)cc1)CC31CCN(Cc2nccs2)CC1	23.7	-0.3	.	7.5	14.5	34.3	-11.9	.
54	Cc1ccc(C(=O)OCC(=O)Nc2sc3c(c2C#N)CCCCC3)cc1NC(=O)c1ccco1	.	.	1.5	-1.7	36.8	.	.	-2.8
55	S=C(NCc1ccccc1)NC1CCCCC1	-16.9	0.6	.	2.0	11.0	-4.2	1.7	.
56	Cc1ccc(Cl)cc1NC(=S)N(Cc1ccco1)C(C)c1cccs1 (centres undefined)	2.3	0.1	1.8	5.2	-1.0	7.5	-1.0	8.2

Sorted by formula weight (falling): 3 of the compounds above.
nr	SMILES	PAX8 reporter	CASP6 VEID inh	Cneo AK release	PGC1a acetyl inh	LGR2 inh	EWS-Fli inh	FN deposit inh	miR122 inh
32	COc1ccc(-c2ccc3c(c2)O[C@H](CN(C)Cc2cccnc2)[C@H](C)CN([C@H](C)CO)S3(=O)=O)cc1	.	-3.4	-2.8	1.1	-6.3	9.2	.	.
1	COc1cc(NC(=O)c2ccccc2)c(OC)cc1NC(=O)Cc1ccccc1	-3.8	0.1	0.7	0.8	.	22.7	-2.2	-6.3
12	CCc1ccccc1NC(=O)Cc1cn(C)c2ccccc12	-4.2	-2.1	-0.5	.	.	-4.1	1.1	-5.8
